GAA glycogen mod – alters human alpha-glucosidase cleavage of glycogen | hit rate 0.38% among 300,000 | P10253 | Potency, µM (doses to about 76.4 µM), for inactives: top-dose activity change, negative = inhibition, usual class: inhibitors | recombinant GAA, glycogen substrate, Amplex Red glucose oxidase fluorescence;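 also: 0% = full enzyme reaction and -100% = no-enzyme basal signal; the screen sought inhibitors and activators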
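Natural-substrate format: glycogen cleavage by 4 nM human enzyme, glucose read by Amplex Red coupling (Ex 573, Em 610 nm). Normalized to enzyme and no-enzyme controls.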
GAA inh – alpha-glucosidase (human) inhibition | P10253 | purified human GAA, 4-MU-alpha-glucoside fluorescence | Potency, µM (titrated, usually from 76.9 µM), without a hit: at the highest dose activity change, negative = inhibition, most hits filed as inhibitors | hit rate 0.005% among 200,000 | AID 1466;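 also: plate controls were uninhibited enzyme wells for no effect and no-enzyme background for full effect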
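AC50 values come from Hill fits of compound titrations (up to 77 uM) against 4 nM human enzyme. Substrate 4-methylumbelliferyl-alpha-D-pyranoside at 400 uM, pH 5.0 citrate buffer, 20 min room temperature; fluorescence Ex 365/Em 440 after alkaline stop.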
GoLoco inh red – blocks human Gai1 binding to RGS12 GoLoco peptide, red readout | hit rate 0.44% among 230,000 | Gai1:RGS12 GoLoco peptide FP, rhodamine, 10 min | Potency, µM (titrated, usually from 61.6 µM), inactives show at the top dose activity, negative = inhibition, most hits filed as inhibitors | P63096; active = well fitted inhibition curve with a large enough effect, not every such curve was filed as active; inactive = no such curve, though single readings can be large or run the other way; also: % is scaled to controls: 0 for no effect and ±100 for the full control effect; nearly all actives have a fitted effect of over 30% in size; many of its hits are not listed in these tables
Target sequence (P63096 whole entry, looked up): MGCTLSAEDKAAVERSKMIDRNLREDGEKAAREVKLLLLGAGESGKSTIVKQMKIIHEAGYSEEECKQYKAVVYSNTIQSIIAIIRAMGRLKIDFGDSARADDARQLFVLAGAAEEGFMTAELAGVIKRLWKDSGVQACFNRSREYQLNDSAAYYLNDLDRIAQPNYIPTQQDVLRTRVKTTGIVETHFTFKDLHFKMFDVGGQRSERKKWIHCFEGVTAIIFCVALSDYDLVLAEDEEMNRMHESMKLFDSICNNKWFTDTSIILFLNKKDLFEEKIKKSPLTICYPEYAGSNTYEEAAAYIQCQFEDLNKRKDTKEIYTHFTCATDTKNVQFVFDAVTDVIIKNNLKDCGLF
HttQ103 aggreg – reduces HttQ103-GFP aggregates in PC12 cells; AID 1688; Potency, µM (highest dose often 46.1 µM), inactives show top-dose activity change, negative = inhibition, hits mostly inhibitors; hit rate 1.1% among 220,000; PC12 HttQ103-GFP aggregates, Acumen cytometry, 40 h; also: % is scaled to controls: 0 for no effect and ±100 for the full control effect; nearly all actives have a fitted effect of over 60% in size
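Ecdysone-promoter PC12 model expressing HTT exon 1 Q103 fused to GFP, induced by tebufenozide at 100 nM final. Compounds titrated; aggregates sized 1–25 µm scored on a 488 nm laser cytometer.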
HTT ATP protect – cytoprotection in Huntington HTT-Q103 PC12 cell model | PC12 HTT-Q103 induced, cytoprotection, ATP luminescence, 40 h | Potency, µM (highest dose often 56.4 µM), for the others: cytoprotection (ATP increase), most hits filed as activators | hit rate 0.14% among 230,000;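 also: % of control where 0% means no effect; nearly all actives have a fitted effect of over 45% in size; toxic huntingtin expression switched on by the ecdysone agonist tebufenozide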
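Huntington model: PC12 line, ecdysone-inducible HTTQ103 exon1–GFP, tebufenozide 100 nM. Test articles in a dose series. Endpoint luminescence from cellular ATP.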
aGlu spleen mod – inhibits or activates alpha-glucosidase in human spleen homogenate; Potency, µM (series often up to 79.9 µM), without a hit: at the top dose activity change, negative = inhibition, hits mostly inhibitors; human spleen homogenate, 4-MU-alpha-glucoside fluorescence; hit rate 0.006% among 240,000; P10253;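 also: 0% = enzyme with vehicle and -100% = no enzyme basal signal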
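AC50 values come from Hill-equation fits of concentration-response data, normalized to no-enzyme and full-activity controls. Enzyme source: 1 ug human spleen homogenate; 1 mM fluorogenic 4-MU glucoside, pH 5.0 citrate buffer, 37 C, 40 min.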
IMPase Li cell – IMPase inhibition in cells with lithium potentiation. CHO-M1 cells, IP1 TR-FRET (IP-One), carbachol + lithium. Potency, µM (top dose mostly 59.4 µM), without a hit: at the top dose activity, negative = IMPase inhibition, actives largely listed as inhibitors. hit rate 0.35% among 210,000;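 also: IP1 builds up when IMPase is blocked and the TR-FRET signal falls; plate controls were basal vehicle for no effect and high inhibitor control for full effect; nearly all actives have a fitted effect of over 50% in size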
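Lithium-sensitised IP1 accumulation assay; M1-expressing CHO cells treated 30 min at 37C with compound. Competitive antibody detection by time-resolved FRET followed a 10 min room-temperature lysis step.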
The depositor's hits bear a star; ? = inconclusive; . = not tested or not shown; [ ] = dose if it differs, or a comment. Unless noted, calls follow the shape of the dose curve; as a rule, active = well fitted curve in the direction sought with a large enough effect; inconclusive = small, poorly fitted or top-dose-only effect, or another doubt; inactive = no such curve, though single readings can be large; an effect the other way counts as inactive or inconclusive. Potency is read from the fitted curve at half-maximal effect. Not all compounds are listed; count on the stated rates, not on these rows.

Under each structure – HttQ103 aggreg, GoLoco inh red, aGlu spleen mod, IMPase Li cell, GAA inh, HTT ATP protect, GAA glycogen mod
[1] COC(=O)CSc1nc2c(c(=O)n(C)c(=O)n2C)n1CCCc1ccccc1
 : -23%, -10%, 8%, 8%[38.3 µM], -4%, -4%[10 µM], -12%
[2] Cc1c(Cl)cccc1NC(=O)CCC(=O)N/N=C/c1ccc[nH]1
 : ?, 25%, -3%, -2%, 5%, 23%[10 µM], -2%
[3] CNC(=O)CCn1nc(-c2ccccc2)c2ccccc2c1=O
 : -9%, -7%, -5%, -2%[38.3 µM], -1%, -21%, 11%
[4] COCCNc1nnnc2c1sc1nc(N3CCOCC3)c3c(c12)CC(C)(C)OC3
 : -5%, -11%, 0%, 3%, -6%, -17%, 5%
[5] CC12CC3(C)CC(C)(C1)CC(C(=O)NC(=S)NC(C)(C)C)(C2)C3
 : -7%, -5%, 10%, 2%, 8%, -32%[10 µM], -8%
[6] Clc1cccc(/C(Cc2nc3ccccc3[nH]2)=N\Nc2ccccc2)c1
 : 13%, -2%, -2%, 18%, -20%, -34%[10 µM], ?
[7] Cc1nc(Nc2ccc(S(N)(=O)=O)cc2)sc1C(=O)Nc1ccccc1
 : 13%, 6%, 12%, 5%, ?, ., -14%
[8] COc1cccc(/C=C/C(=O)NCc2cn3cc(Cl)ccc3n2)c1OC
 : -7%, -4%, 4%, 2%, 4%, -31%, 10%
[9] CN(C)c1ccc(/C=N/N=C2/NC(=O)/C(=C/c3ccc([N+](=O)[O-])cc3)S2)cc1
 : 11%, 27%, -1%, 11%[38.3 µM], -1%, -70%[inhibitor], 9%
[10] COc1ccc(CSC(=N)N)cc1[N+](=O)[O-]
 : ?, 4%, 1%, 25%[38.3 µM], ?, 8%[10 µM], -10%
[11] COc1cnc(-c2ccccn2)nc1Sc1cccc(Cl)c1
 : -11%, 17%, -8%, 2%[38.3 µM], 2%, -15%, 11%
[12] CC(=O)Nc1ccc(S(=O)(=O)NCC(=O)OCC(=O)N2CCc3ccccc32)cc1
 : 1%, 1%, -6%, 21%[38.3 µM], -2%, -1%, 1%
[13] COc1ccc(/C=c2\sc3nc(-c4ccccc4OC)nn3c2=O)c(OC)c1
 : 13%, 46%[activator], -10%, -7%, 1%, -9%[10 µM], -2%
[14] CCN(CC)CCNC(=O)C1CCC(=O)N(c2ccc(OC)cc2)C1c1ccc(F)cc1 (configuration not stated)
 : -6%, 0%, 6%, 0%[38.3 µM], 5%, -4%, 13%
[15] O=C(C1Cc2ccccc2CN1C(=O)c1ccccc1)N1CCN(c2ccccc2)CC1 (configuration not stated)
 : 25%[9.22 µM], 0%, -4%, ., ., 7%[10 µM], -5%
[16] NNC(=O)c1sc(-c2ccc(Cl)cc2)cc1N
 : -20%, 5%, -4%, -1%, 2%, -39%[inhibitor], ?
[17] CN1CCN(c2ncnc3ccc(-c4cccc(NS(C)(=O)=O)c4)cc23)CC1
 : ., -4%, -4%, 23%, ., -63%[inhibitor], .
[18] COC(=O)c1ccc(NC(=O)Nc2ccccc2C)cc1
 : 21%, 0%, 1%, -6%, 7%, -2%, 2%
[19] CCC(=O)Nc1nnc(CSCc2ccc(F)cc2)s1
 : -9%, -4%, -6%, 15%[38.3 µM], 2%, 12%[10 µM], -4%
[20] Cc1nc(N2CCN(S(=O)(=O)c3ccccc3)CC2)c2c3c(sc2n1)CC(C)CC3 (configuration not stated)
 : -2%, 9%, -5%, -6%[38.3 µM], -3%, -3%, 9%
[21] Cc1ccc(SCC(=O)Nc2ccc(N3CCN(c4ccccc4)CC3)c(F)c2)cc1
 : 13%, 1%, -1%, -3%[38.3 µM], 10%, -18%, -7%
[22] Cn1cccc1/C=N/NC(=O)c1ccc[n+]([O-])c1
 : -2%, 6%, -2%, -3%, -11%, -26%, 0%
[23] Clc1ccccc1CSc1nnc(-c2ccco2)c(-c2ccco2)n1
 : -19%, 7%, ?, 8%[38.3 µM], 4%, -17%, -17%
[24] Cn1ccc(NC(=O)Nc2ccc(Cl)cc2Cl)n1
 : -9%, -14%, 5%, -9%, 2%, 7%[10 µM], -11%
[25] CN[C@H]1CCc2cc(OC)c(OC)c(OC)c2-c2ccc(N[C@@H]3CCCCNC3=O)c(=O)cc21
 : ., -6%, 2%, 15%, ., -266%[inhibitor], .
[26] O=S(=O)(c1ccc(OCC(O)CN2CCCCC2)cc1)N1CCOCC1 (configuration not stated)
 : 8%, 0%, -5%, 14%[38.3 µM], -8%, -7%, 5%
[27] O=C(CSC1=NCCS1)N1CCN(c2ccc(Cl)cc2)CC1
 : -4%, -1%, -9%, -17%[38.3 µM], -3%, 6%, -3%
[28] Cc1cc(C)cc(-n2c(C)cc(/C=N/NC(=O)CSc3ncccn3)c2C)c1
 : -5%, 0%, -1%, 9%[38.3 µM], -6%, -26%, 11%
[29] CCOC(=O)CSc1nnc(C)c(=O)[nH]1
 : 2%, 8%, 1%, -15%[38.3 µM], -1%, -28%, 5%
[30] O=C(c1ccc2ccccc2c1)C1CCCN(S(=O)(=O)c2cccnc2)C1 (configuration not stated)
 : 15%[9.22 µM], 11%, -21%, 18%, -3%, ?, -18%
[31] Cc1ccc(S(=O)(=O)N(CC(=O)N2CCCCC2)c2cccc(C)c2)cc1
 : 7%, 8%, -2%, 7%, -2%, 8%[10 µM], 0%
[32] O=C(NC(=S)NNC(=O)c1ccccc1F)c1cccnc1
 : 0%[9.22 µM], 7%, 1%, ., 3%, -2%[10 µM], -18%
[33] O=C(Cc1cccc2ccccc12)N1CC[C@@]2(O)CCCC[C@H]2C1
 : -16%[9.22 µM], 9%, 4%, ., -8%[15.4 µM], -3%[10 µM], -2%
[34] CCc1nc(SCC(=O)N2CCCc3ccccc32)c2oc3ccccc3c2n1
 : ?, -8%, -3%, 25%[38.3 µM], 1%, -8%, -10%
[35] Cc1ccsc1/C=N/N1CCN(Cc2ccccc2)CC1
 : -3%, -8%, -25%, 21%, 1%, 1%[10 µM], -10%
[36] Cc1nn(C)cc1CNC(=O)C1(C)CC1(Cl)Cl (configuration not stated)
 : 9%, 1%, -2%, -5%, -5%, ., -5%
[37] CC(C)(C)C(=O)Nc1ncccc1C(O)c1cccc(C(F)(F)F)c1 (configuration not stated)
 : 9%, -4%, ., -1%, 1%, -29%, 7%
[38] O=C(Nc1ccc(N2CCOCC2)cc1)c1cc2c(s1)CCCC2
 : -1%[9.22 µM], -1%, 11%, 6%, 4%, -27%, -4%
[39] Cc1ccc(-c2nsc(SCC(=O)Nc3ccc4c(c3)OCO4)n2)cc1
 : -10%, 136%[activator], -5%, 9%, 1%, -11%[10 µM], 6%
[40] O=C(Nc1ccc(Cl)cc1)Nc1nc(-c2sccc2Br)cs1
 : -17%, 11%, 0%, 3%[38.3 µM], -4%, -58%[inhibitor], -3%
[41] COc1ccc(CCN2C(=S)N(C)C(=O)C2CC(=O)Nc2ccc(F)cc2)cc1 (configuration not stated)
 : 8%[9.22 µM], 0%, -2%, ., -16%, 28%[10 µM], -1%
[42] CC(NC(=O)CN1CCC(C(N)=O)CC1)c1ccccc1 (configuration not stated)
 : 0%, 9%, -2%, -20%[38.3 µM], -14%, 8%[10 µM], 2%
[43] O=C(c1ccc([N+](=O)[O-])cc1)N(c1ccccn1)c1ccccn1
 : -18%[9.22 µM], -5%, -3%, 3%, -3%, -17%[10 µM], 10%
[44] CC(=O)Nc1ccc(-c2csc(Nc3cccc(C)n3)n2)cc1
 : 12%[9.22 µM], 8%, -9%, -6%, 2%, 26%[10 µM], -2%
[45] CCN(CC)C(=O)CSc1nnc(-c2ccccc2)c(-c2ccccc2)n1
 : -10%, 5%, 3%, 2%, -12%, 2%[10 µM], 14%
[46] COc1ccccc1NC(=O)NCc1nc(-c2ccc(C(F)(F)F)cc2)no1
 : 10%[9.22 µM], 5%, 6%, ., ., -3%[10 µM], 2%
[47] C=CCn1cnc2c(c1=O)c1nc3ccccc3nc1n2-c1ccc(C)cc1
 : 6%, 11%, 0%, 1%, ?, -6%[10 µM], 4%
[48] COc1ccc([N+](=O)[O-])cc1N(CC(=O)Nc1ccccc1C(=O)N1CCCC1)S(C)(=O)=O
 : 6%[9.22 µM], 2%, 8%, 1%, ., 4%[10 µM], -3%
[49] CC(=O)CSc1nc2ccc(Nc3nc(N4CCOCC4)nc(N4CCOCC4)n3)cc2s1
 : ?, 4%, 7%, 33%[activator][38.3 µM], -15%, -23%, -7%
[50] Cc1ccc(C)c(N(CC(=O)N/N=C/c2ccc(-c3ccc([N+](=O)[O-])cc3)o2)S(=O)(=O)c2ccccc2)c1
 : 13%, 79%[activator], -2%, ?, -12%, -1%, 4%
[51] O=C(CCCc1ccccc1)Nc1cccnc1
 : -14%, -1%, 16%, -3%[38.3 µM], -1%, 19%, -1%
[52] Brc1ccc(/C=N/Nc2ccccn2)cc1
 : -5%, -5%, -4%, -12%, 9%, -34%[inhibitor], -27%
[53] CCCCC(=O)NC(=S)Nc1cccc(NC(=O)CC)c1
 : 5%, -7%, -4%, -8%[38.3 µM], -1%, 6%, -1%
[54] C=CCN(c1ccc(Cl)cc1)S(=O)(=O)c1cccc(C(=O)OCC(=O)N(C)C)c1
 : 31%, -8%, 3%, 30%, ?, -37%, -9%
[55] Cc1nc(C)c(C(=O)N/N=C/c2cn(C)c3ccccc23)s1
 : -12%, 11%, 1%, 22%[38.3 µM], 0%, ?, 0%
[56] O=c1cc(-c2ccccc2)oc2ccccc12
 : ., 3%, 4%, 2%, ., -70%[inhibitor], .
[57] CCOC(=O)C1CCN(c2ccc(Cl)nn2)CC1
 : -13%, 5%, 6%, 2%, 2%, ?, 0%
[58] CCN(CC)CCN1C(=O)C(=O)/C(=C(/O)c2cnn(-c3ccccc3)c2C)C1c1cccs1 (configuration not stated)
 : 11%, 1%, -3%, -12%[38.3 µM], -7%, -11%, -12%
[59] CCCC(=O)C1C(=O)CC(C)(C)C(c2cc(C)no2)C1=O (configuration not stated)
 : 17%, 7%, 7%, 2%[38.3 µM], ?, 11%, -18%
[60] CCN(CCn1cccn1)C(=O)CC1C(=O)NCCN1Cc1ccc(F)c(F)c1 (configuration not stated)
 : 13%[9.22 µM], -15%, -3%, -6%, -2%, 15%[10 µM], 9%
[61] CCC(C)NC(=O)CNC(=S)N(CCCN1CCOCC1)Cc1cccs1 (configuration not stated)
 : -20%, -4%, -1%, -1%, 1%, 16%[10 µM], 6%
